USP1 inh = inhibitors of human USP1/UAF1 deubiquitinase | O94782 | recombinant USP1/UAF1, Ub-Rhodamine cleavage fluorescence | Potency, µM (highest dose often 57.1 µM), without a hit: at the highest dose activity change, negative = inhibition, most hits filed as inhibitors | actives 0.23% (n = 390,000); also: % is scaled to controls: 0 for no effect and ±100 for the full control effect; nearly all actives have a fitted effect of over 60% in size; inactives centre near -12
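USP1/UAF1 complex at 1 nM was preincubated with compound for 15 min at room temperature, then Ub-Rho substrate (150nM final) was added. Fluorescence (480/540 nm) was read kinetically, 6 reads every 60 seconds.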
RGS4 inh = inhibitors of human regulator of G protein signaling 4; actives 0.039% (n = 390,000); Transcreener GDP fluorescence polarization, RGS4-accelerated GTP hydrolysis; AID 504845; P49798; Potency, µM (series often up to 114 µM), for the others: top-dose activity change, negative = inhibition, hits mostly inhibitors; also: % is scaled to controls: 0 for no effect and ±100 for the full control effect; nearly all actives have a fitted effect of over 75% in size; some results filed as inactive show a strong effect at the top dose
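MLSMR compounds (23 nl, pin-transferred) preincubated 10 min at room temperature with a 500nM (2x) first reagent, then RGS4 at 900nM (2x) plus Transcreener GDP mix added; fluorescence polarization (620/688 nm) read before and after 90 min at 30 °C.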
TrxR1 substrate = rat thioredoxin reductase 1 substrate activity. actives 0.01% (n = 390,000). purified TrxR1 substrate turnover, NADPH consumption readout. Potency, µM (series often up to 114 µM), without a hit: top-dose activity change, negative = substrate turnover. O89049. AID 588456; also: % is scaled to controls: 0 for no effect and ±100 for the full control effect; nearly all actives have a fitted effect of over 50% in size
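Rat TrxR1, dispensed at 90 nM, was prereduced with 400 uM NADPH (final) for 5 min at ~22 deg C, then incubated with compound 15 min before 400 uM selenite. A first-read NADPH fluorescence drop versus no-compound background flagged substrates.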
TrxR1 inh = rat TrxR1 inhibition; O89049; recombinant rTrxR1, NADPH fluorescence consumption, selenite substrate; Potency, µM (highest dose often 114 µM), inactives show at the highest dose activity change, negative = inhibition, hits mostly inhibitors; actives 1% (n = 390,000); also: % is scaled to controls: 0 for no effect and ±100 for the full control effect; nearly all actives have a fitted effect of over 65% in size
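Rat TrxR1 (90 nM in the dispensed reagent) was pre-reduced with 400 uM NADPH for 5 min at room temperature, then incubated with compound for 15 min. After 400 uM selenite was added, NADPH fluorescence (Ex 340/Em 450 nm) was followed for 8 min.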
12-LOX inh = inhibitors of human 12S-lipoxygenase ALOX12; P18054; purified 12hLO, xylenol orange hydroperoxide absorbance; Potency, µM (top dose mostly 108 µM), for inactives: top-dose activity change, negative = inhibition, actives largely listed as inhibitors; actives 1.1% (n = 580,000); also: % is scaled to controls: 0 for no effect and ±100 for the full control effect
Target sequence (P18054 whole entry, looked up): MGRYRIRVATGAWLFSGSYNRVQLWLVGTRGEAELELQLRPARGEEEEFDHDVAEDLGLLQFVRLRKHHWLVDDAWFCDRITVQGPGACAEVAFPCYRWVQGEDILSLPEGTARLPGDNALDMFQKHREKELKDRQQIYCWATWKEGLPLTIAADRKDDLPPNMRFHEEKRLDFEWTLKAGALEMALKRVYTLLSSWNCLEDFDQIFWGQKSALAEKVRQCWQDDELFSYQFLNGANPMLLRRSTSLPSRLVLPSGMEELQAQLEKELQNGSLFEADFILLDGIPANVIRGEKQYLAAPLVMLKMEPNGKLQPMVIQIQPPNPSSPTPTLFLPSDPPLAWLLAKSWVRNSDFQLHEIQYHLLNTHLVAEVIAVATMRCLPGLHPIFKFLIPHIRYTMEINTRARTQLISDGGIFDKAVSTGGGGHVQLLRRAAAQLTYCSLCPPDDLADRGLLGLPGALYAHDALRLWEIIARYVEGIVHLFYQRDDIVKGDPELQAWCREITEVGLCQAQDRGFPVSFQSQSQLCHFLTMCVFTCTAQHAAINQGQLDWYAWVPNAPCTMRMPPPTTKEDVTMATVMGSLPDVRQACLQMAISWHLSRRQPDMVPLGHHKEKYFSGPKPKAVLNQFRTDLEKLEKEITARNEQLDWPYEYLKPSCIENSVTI
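Hydroperoxide product was detected by ferrous iron/xylenol orange as the 573 to 405 nm absorbance ratio. Arachidonic acid at 40 uM (final) was turned over for 30 min at room temperature by 150 nM human 12hLO, pH 7.0 Hepes buffer, after 15 min compound preincubation.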
IDH1 R132H inh = human IDH1 R132H inhibition; O75874; IDH1-R132H enzyme, NADPH consumption, diaphorase/resazurin fluorescence; Potency, µM (doses to about 76.6 µM), without a hit: at the top dose activity change, negative = inhibition, hits mostly inhibitors; actives 0.093% (n = 390,000); AID 602179; also: % is scaled to controls: 0 for no effect and ±100 for the full control effect; nearly all actives have a fitted effect of over 65% in size
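IDH1-R132H (0.5 ug/mL) preincubated 30 min with compound, then NADPH (0.016 mM) and alpha-KG (2 mM) added; 80 min at RT, pH 7.5. Remaining NADPH coupled via diaphorase/resazurin to fluorescence (540/590 nm); concentration-response curves normalized to no-enzyme control.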
RXFP1 agonist = agonists of human relaxin receptor RXFP1 | Q9HBX9 | actives 0.3% (n = 370,000) | HEK293T-RXFP1 cAMP TR-FRET, 30 min; response scale: percent of porcine relaxin response, buffer zero | Potency, µM (titrated, usually from 57.5 µM), without a hit: at the highest dose activation, most hits filed as activators; also: % is scaled to controls: 0 for no effect and ±100 for the full control effect; nearly all actives have a fitted effect of over 60% in size; many of its hits are not listed in these tables
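cAMP rise read by TR-FRET after 30 min, 37C compound exposure (up to 58 uM) in RXFP1-transfected HEK293 cells with Ro 20174 present. EC50 from Hill-equation fits, with 29 nM porcine relaxin as 100% and buffer as basal.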
Vif-APOBEC3G blk = Vif-A3G binding inhibition. Q9HC16. HeLa A3G-eYFP + Vif (tagged APOBEC3G with the HIV-1 protein that degrades it), YFP fluorescence, overnight. Potency, µM (top dose mostly 46.1 µM), for inactives: top-dose activity, negative = active, usual class: inhibitors. actives 0.076% (n = 410,000);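 also: % is scaled to controls: 0 for no effect and ±100 for the full control effect; nearly all actives have a fitted effect of over 60% in size; hits raise eYFP signal because A3G escapes Vif-driven loss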
Target sequence (Q9HC16 whole entry, looked up): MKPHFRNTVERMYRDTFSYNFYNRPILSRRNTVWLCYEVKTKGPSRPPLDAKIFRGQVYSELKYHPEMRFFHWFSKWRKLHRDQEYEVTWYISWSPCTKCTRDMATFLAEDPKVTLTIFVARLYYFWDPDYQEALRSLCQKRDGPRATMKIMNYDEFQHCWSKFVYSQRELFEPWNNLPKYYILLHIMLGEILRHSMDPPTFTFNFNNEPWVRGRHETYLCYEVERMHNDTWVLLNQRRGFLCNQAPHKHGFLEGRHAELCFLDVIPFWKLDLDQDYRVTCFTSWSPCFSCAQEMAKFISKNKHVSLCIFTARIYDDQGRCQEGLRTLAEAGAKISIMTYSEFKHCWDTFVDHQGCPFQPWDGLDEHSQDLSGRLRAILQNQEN
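HeLa cells stably expressing Vif and C-terminally eYFP-tagged A3G, seeded overnight at 37 deg C, then exposed to compound by pintool overnight at 37 deg C. Rise in yellow fluorescence (Ex 488/Em 500-530, Acumen) marks blocked Vif-driven A3G degradation.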
Vif-A3F inh = blocks the Vif interaction with APOBEC3F | actives 0.2% (n = 390,000) | HeLa A3F-eYFP + Vif (tagged APOBEC3F with the HIV-1 protein that degrades it), YFP fluorescence increase | Potency, µM (top dose mostly 46.1 µM), for the others: at the highest dose activity, negative = active; also: % of control where 0% means no effect; nearly all actives have a fitted effect of over 65% in size
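HeLa cells stably expressing A3F-eYFP plus Vif, plated and incubated overnight at 37 deg C, then exposed to compounds overnight at 37 deg C. Blocked degradation read as raised yellow fluorescence (Ex 488/Em 500-530).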
* = called active by the depositor; u = inconclusive; x = not tested or not shown; [ ] = another dose, or the depositor's remark. Calls follow the shape of the dose curve; as a rule, active = well fitted curve in the direction sought with a large enough effect; inconclusive = small, poorly fitted or top-dose-only effect, or another doubt; inactive = no such curve, though single readings can be large; an effect the other way counts as inactive or inconclusive. Potency is read from the fitted curve at half-maximal effect. Not all compounds are listed; rates above refer to the full screens.

Values run as follows: USP1 inh	RGS4 inh	TrxR1 substrate	TrxR1 inh	12-LOX inh	IDH1 R132H inh	RXFP1 agonist	Vif-APOBEC3G blk	Vif-A3F inh
- Cc1c([N+](=O)[O-])cc(C(=O)Oc2ccc(Br)cc2C(=S)N2CCCCC2)cc1[N+](=O)[O-]
  -13%	-31%	4%	u	-3%	3%	0.2%	-3%	0%
- O=C(CCc1ccccc1)Nc1ncn[nH]1
  -13%	7%	13%[57.1 µM]	21%[57.1 µM]	0%	-4%	-1.6%	1%	-5%
- Nc1ccc(C(=O)Nc2ccc(Nc3ccncc3)cc2)cc1
  -16%	9%	-2%	12%	11%	2%	2.4%	-1%	0%
- COc1ccc(OC)c(-c2cc(C(=O)Nc3cnn(Cc4ccc(Cl)cc4Cl)c3)no2)c1
  4%	-28%	26%	6%	-15%	-21%	9.5%	-20%	0%
- COc1cc(OC)cc(C(=O)NCC2CCCN(Cc3cccc(C(C)=O)c3)C2)c1 (configuration not stated)
  -15%	-14%	-2%	23%	3%	-3%	0.3%	1%	0%
- O=C(CSc1ncnc2c1cnn2-c1ccc(F)cc1)NCC1CCCO1 (configuration not stated)
  -14%	-18%	-4%	8%	0%	-2%	14%	0%	-4%
- O=C(NCc1ccccc1CN1CCCC1)c1ccc(OCc2cscn2)cc1
  -18%	12%	6%	17%	-3%	9%	1.1%	-15%	1%
- CN(C(=O)c1cc(-c2cccs2)nn1-c1ccccc1)C1CCS(=O)(=O)C1 (configuration not stated)
  -22%	x	x	x	12%	1%	x	-3%	-4%
- CC1=C(C(=O)Nc2ccccc2Cl)C(c2cccc(O)c2)n2ncnc2N1 (configuration not stated)
  -33%	-17%	-1%[57.1 µM]	4%[57.1 µM]	0%	6%	1.8%	-4%	3%
- Nc1nc(NCc2ccco2)nc(N2CCN(Cc3ccccc3)CC2)c1[N+](=O)[O-]
  u	-26%	9%[57.1 µM]	24%[57.1 µM]	u	1%	0.3%	-5%	-20%
- COc1ccc(Cl)c2sc(N(CCN(C)C)C(=O)CCS(=O)(=O)c3ccc(C)cc3)nc12
  -15%	-9%	0%[57.1 µM]	u	16µM*	-4%	0.6%	1%	3%
- CCN(C(=O)c1ccc(N2CC3CC(C2)c2cccc(=O)n2C3)c(NC(=O)c2ccncc2)c1)c1cccc(C)c1 (configuration not stated)
  -22%	11%	-4%	5%	1%	4%	-1.8%	1%	-6%
- COc1ccc(CCC(=O)NC(C)C)cc1
  -10%	3%	-7%	-5%	-22%	0%	1.3%	0%	-1%
- Cc1cccc(S(=O)(=O)c2c(N)n(/N=C/c3ccccc3)c3nc4ccccc4nc23)c1
  1%	-3%	41%[57.1 µM]	-13%	0%	1%	0.9%	-2%	-4%
- C/C(=N/NC(=O)C1CCCCC1)c1ccc([N+](=O)[O-])cc1
  -17%	-7%	-4%	3%	-13%	10%	2.9%	-3%	-12%
- Cc1cccn2c(CNC3CCCc4ccccc43)c(C(=O)N3CCCCC3)nc12 (configuration not stated)
  -14%	2%	-7%[57.1 µM]	14%	-4%	0%	-0.1%	1%	13%
- COc1ccc(NC(=O)Cn2c3ccccc3c3nc4n(c(=O)c32)CCS4)cc1OC
  -12%	11%	2%	17%	-4%	2%	9.5%	2%	14%
- CC(C(=O)NCc1ccc(Cl)cc1)n1ccc2cc(S(=O)(=O)N3CCCCCC3)ccc21 (configuration not stated)
  -11%	-6%	5%	31%	-13%	18%	21%	0%	1%
- COC(=O)c1ccc(CN2CCN(CC=C(C)C)C(CCO)C2)cc1 (configuration not stated)
  -10%	-12%	-21%[57.1 µM]	18%[57.1 µM]	-14%	0%	-3.3%	-9%	1%
- Cc1ccc2c(c1)-c1onc(C(=O)N(C)c3cccc(C(F)(F)F)c3)c1CO2
  -14%	-16%	5%	3%	-18%	25%	-0.2%	2%	-2%

Reprinted from the part before: 3 compounds, followed by the next part.
Values run as follows: USP1 inh	RGS4 inh	TrxR1 substrate	TrxR1 inh	12-LOX inh	IDH1 R132H inh	RXFP1 agonist	Vif-APOBEC3G blk	Vif-A3F inh
- CC(C(=O)NCc1ccc(Cl)cc1)n1ccc2cc(S(=O)(=O)N3CCCCCC3)ccc21 (configuration not stated)
  -11%	-6%	5%	31%	-13%	18%	21%	0%	1%
- COC(=O)c1ccc(CN2CCN(CC=C(C)C)C(CCO)C2)cc1 (configuration not stated)
  -10%	-12%	-21%[57.1 µM]	18%[57.1 µM]	-14%	0%	-3.3%	-9%	1%
- Cc1ccc2c(c1)-c1onc(C(=O)N(C)c3cccc(C(F)(F)F)c3)c1CO2
  -14%	-16%	5%	3%	-18%	25%	-0.2%	2%	-2%
- Cc1ccc(NC(=O)c2sc3nc(N4CCOCC4)c4c(c3c2N)CCCC4)cc1
  -23%	x	x	x	1%	u	x	-1%	0%
- Cc1cccc(C)c1OCC(=O)Nc1ccccc1C(F)(F)F
  -24%	-10%	0%	13%	-1%	5%	1.5%	1%	-47%
- Cc1ccc(-n2c(-c3cnccn3)n[nH]c2=S)c(Br)c1
  -17%	u	-5%	-23%	u	0%	3.5%	6%	-10%
- CCOC(=O)c1sc(/N=C/N(C)C)nc1C
  -22%	-15%	-10%	-8%	-21%	-2%	-0.3%	-1%	-1%
- COc1ccccc1NC(=O)N(CCN1CCOCC1)Cc1cc2cc(C)cc(C)c2[nH]c1=O
  -13%	3%	8%[57.1 µM]	15%[57.1 µM]	-8%	-4%	1.4%	0%	-15%
- CC(NS(=O)(=O)c1ccc2c(c1)C(C)(C)C(=O)N2C)c1ccccc1 (configuration not stated)
  -17%	-2%	3%	18%	73%	-3%	2.9%	0%	0%
- COc1ccccc1N1CCN(C(=O)CCS(=O)(=O)c2cc(Br)cc3c2N(C(=O)C2CC2)CC3)CC1
  -14%	-3%	-9%	-19%	-6%	0%	1.2%	2%	-3%
- COc1ccc(OC)c(C(=O)COC(=O)c2cccnc2SC)c1
  -24%	6%	2%[57.1 µM]	6%[57.1 µM]	4%	-10%	3.3%	-5%	-16%
- O=C(CN1CCCc2ccccc21)N/N=C/c1ccc(O)cc1O
  -8%	-5%	-13%	-12%	-26%	-1%	0.5%	-5%	0%
- COc1ccc(C2CC(c3ccccc3OC(C)=O)=NN2C(C)=O)cc1 (configuration not stated)
  9%	9%	-11%	1%	u	1%	5.1%	-5%	2%
- Clc1nnc(NN=C2CCCC2)c2ccccc12
  u	-5%	5%	u	u	0%	6.1%	-1%	1%
- COCCN(C(=O)c1csnn1)C(C(=O)NC1CCCCC1)c1sccc1C (configuration not stated)
  -5%	25%	-3%	9%	u	-4%	0.0%	-3%	-4%
- O=C1c2cccc3cccc(c23)C(=O)N1CCc1ccccc1
  -21%	-16%	9%[57.1 µM]	19%[57.1 µM]	-22%	7%	-1.7%	-1%	6%
- COc1cccc(OCc2ccc(C(=O)NCC3CCCO3)cc2)c1 (configuration not stated)
  -19%	-9%	-17%[57.1 µM]	10%[57.1 µM]	6%	4%	1.5%	2%	-3%
- CCCC(c1nnnn1C1CCCC1)N1CCN(c2ccccc2F)CC1 (configuration not stated)
  -8%	-1%[11.4 µM]	-4%[57.1 µM]	13%[57.1 µM]	u	3%	0.7%	-5%	-15%
- NS(=O)(=O)c1cccc(NS(=O)(=O)c2ccc(/C=C/C(=O)O)cc2)c1
  -1%	13%	-2%	17%[0.0914 µM]	-4%	6%	0.0%	-2%	1%
- CCOC(=O)Cc1c(C)nc2c(-c3ccc(Cl)cc3)c[nH]n2c1=O
  -15%	-12%	52%[activator]	-20%	0%	2%	4.4%	0%	1%
- CCOc1ccc(C(=O)c2ccccc2C(=O)O)cc1OCC
  -25%	6%	1%	13%	-9%	9%	4.5%	-5%	1%
- Cc1cc2[nH]c(=O)cc(-c3ccccc3)n2n1
  -7%	-12%	57%[activator]	41%[activator]	u	15%	4.3%	1%	-7%
- Cc1cccn2c(=O)cc(COc3cccc(NC(=O)COc4ccc(F)cc4)c3)nc12
  -23%	-17%	0%[57.1 µM]	1%[57.1 µM]	-15%	9%	7.1%	-2%	9%
- Cc1cc(Nc2cccc(Cl)c2)nc2ccc(NC(=O)Cc3cccc(C(F)(F)F)c3)cc12
  -18%	25%	36%[activator]	18%	u	-13%	5.0%	-1%	-19%
- NS(=O)(=O)c1cccc(NC(=O)CCSc2ccccc2Cl)c1
  -7%	-4%	-1%	7%	-18%	0%	2.1%	-4%	0%
- COc1ccc(Cc2nnc(NC(=O)Cc3cccs3)s2)cc1OC
  -15%	-1%[11.4 µM]	7%[57.1 µM]	1%[57.1 µM]	u	2%	2.2%	0%	-12%
